Source: PubChem BioAssay (Broad Institute)
T cruzi HTS: inhibitors of intracellular Trypanosoma cruzi, primary screen, cell-based, plate reader, single point, set 2 | intracellular Trypanosoma cruzi in host cells | activity score (inhibition), % at 5.01 µM | 4.9% of 22,000 active; in the data active = activity score above about 55%;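 note: parasites and compound incubated about four days before reading; 0% = median of neutral control wells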
INS-1E rescue: protection of INS-1E cells from cytokine death, primary screen, ATP luminescence, single point; INS-1E cytokine-induced death, 48 h; normalised: neutral wells 0, positive control 100; protection from cytokine-induced ATP loss, % at 10 µM; 0.1% of 20,000 active;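 active = mean replicate protection from cytokine-induced ATP loss at least 50% and at least 75% of replicates each reaching 50%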
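Material: INS-1E rat cells; Quantity: 8000 cells/well; Buffer or medium: phenol-red-free RPMI with 5% fetal bovine serum; Probe or stimulus: cytokine cocktail of IFN-γ, TNF-α and IL-1β; Compound dosing: single test concentration per compound, delivered by pin transfer; Incubation: 48 h co-treatment, 10 min post-lysis read; Signal: CellTiter-Glo luminescence.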
Numbers without * were called inactive; x = not tested or not shown. Not all compounds are listed (hit frequency here may not be typical).

(1) C[C@H](CO)N1C[C@H](C)[C@H](CN(C)Cc2ccc(Oc3ccccc3)cc2)Oc2c(NS(=O)(=O)c3ccc(Cl)cc3)cccc2C1=O
(2) COc1ccc(NC(=O)N(C)C[C@@H]2OCCCC[C@@H](C)Oc3ccc(NC(=O)NC4CCCCC4)cc3C(=O)N([C@H](C)CO)C[C@@H]2C)cc1
(3) C[C@H]1CN([C@@H](C)CO)C(=O)Cc2cc(NC(=O)C3CC3)ccc2O[C@H]1CN(C)C(=O)Nc1cccc2ccccc12
(4) C[C@@H]1CN([C@H](C)CO)C(=O)c2cccc(NC(=O)NC3CCCCC3)c2O[C@@H]1CN(C)S(C)(=O)=O
(5) C[C@H]1CN([C@@H](C)CO)C(=O)c2cccc(NC(=O)C3CC3)c2O[C@H]1CN(C)Cc1ccc(C(=O)O)cc1
(6) C[C@@H]1CN([C@@H](C)CO)C(=O)c2cc(NS(=O)(=O)c3cn(C)cn3)ccc2O[C@@H]1CN(C)Cc1ccc(-c2ccccc2)cc1
(7) C[C@@H]1CN([C@@H](C)CO)C(=O)c2cccc(NC(=O)c3ccncc3)c2O[C@H]1CN(C)Cc1ccc(Cl)c(Cl)c1
(8) C[C@@H]1CN([C@@H](C)CO)C(=O)c2cccc(NS(=O)(=O)c3ccccc3)c2O[C@@H]1CN(C)S(=O)(=O)c1cn(C)cn1
Compound | 1 | 2 | 3 | 4 | 5 | 6 | 7 | 8
T cruzi HTS | 42 | -10 | 11 | -15 | -5 | -2 | 78* | -20
INS-1E rescue | -43 | 6 | 4 | 3 | 3 | -1 | 3 | 2

(9) C[C@@H]1CN([C@H](C)CO)C(=O)Cc2cc(NC(=O)CCN3CCOCC3)ccc2O[C@H]1CN(C)C(=O)NC1CCCCC1
(10) Cc1cc(C(=O)Nc2cccc3c2O[C@@H](CN(C)C(=O)Nc2c(C)noc2C)[C@@H](C)CN([C@H](C)CO)C3=O)n(C)n1
(11) C[C@@H]1CN([C@H](C)CO)C(=O)CCCn2cc(nn2)CO[C@H]1CN(C)C(=O)Nc1ccnc(N2CCOCC2)c1
(12) C[C@H]1CN([C@@H](C)CO)C(=O)Cc2cc(NS(=O)(=O)c3ccc(Cl)cc3)ccc2O[C@H]1CN(C)Cc1ccncc1
(13) CC(C)NC(=O)N(C)C[C@H]1Oc2c(NS(=O)(=O)c3ccc(Cl)cc3)cccc2C(=O)N([C@H](C)CO)C[C@H]1C
(14) COc1ccc(NC(=O)N(C)C[C@@H]2Oc3ccc(NS(=O)(=O)c4ccc(Cl)cc4)cc3CC(=O)N([C@H](C)CO)C[C@H]2C)cc1
(15) C[C@H]1CN([C@@H](C)CO)C(=O)c2cc(NC(=O)C3CCCCC3)ccc2O[C@H]1CN(C)Cc1ccc(C(=O)Nc2ccccc2N)cc1
(16) Cc1noc(C)c1S(=O)(=O)N(C)C[C@H]1OCCCC[C@@H](C)Oc2ccc(NC(=O)Nc3ccccc3)cc2C(=O)N([C@H](C)CO)C[C@@H]1C
Compound | 9 | 10 | 11 | 12 | 13 | 14 | 15 | 16
T cruzi HTS | 3 | 8 | -9 | 1 | 8 | 1 | 48 | -1
INS-1E rescue | 2 | 12 | x | -2 | 4 | 2 | 7 | -4

(17) C[C@@H]1CN([C@@H](C)CO)C(=O)c2cc(NC(=O)CCC(F)(F)F)ccc2O[C@@H]1CN(C)C(=O)Nc1ccc(C(F)(F)F)cc1
(18) C[C@@H]1CN([C@@H](C)CO)C(=O)c2cccc(N(C)C)c2O[C@H]1CN(C)Cc1ccc(-c2ccccc2)cc1
(19) C[C@@H]1CN([C@@H](C)CO)C(=O)c2cccc(NS(=O)(=O)c3ccc(Cl)cc3)c2O[C@@H]1CN(C)CC1CC1
(20) C[C@H]1CN([C@@H](C)CO)C(=O)Cc2cc(NC(=O)CCN3CCOCC3)ccc2O[C@H]1CN(C)S(=O)(=O)c1ccc(Cl)cc1
(21) C[C@@H]1CN([C@@H](C)CO)C(=O)c2cc(NC(=O)Nc3ccc(C(F)(F)F)cc3)ccc2O[C@@H]1CN(C)Cc1ccc(C(=O)Nc2ccccc2N)cc1
(22) C[C@H]1CN([C@@H](C)CO)C(=O)c2cc(NS(=O)(=O)c3cccs3)ccc2O[C@@H]1CN(C)Cc1ccc(Cl)c(Cl)c1
(23) COc1ccc(S(=O)(=O)N(C)C[C@@H]2Oc3c(NS(=O)(=O)c4ccc(Cl)cc4)cccc3C(=O)N([C@@H](C)CO)C[C@H]2C)cc1
(24) C[C@@H]1CN([C@@H](C)CO)C(=O)c2cc(NS(=O)(=O)c3ccc(Cl)cc3)ccc2O[C@@H]1CN(C)Cc1ccc(Oc2ccccc2)cc1
Compound | 17 | 18 | 19 | 20 | 21 | 22 | 23 | 24
T cruzi HTS | 7 | 23 | -3 | 7 | 39 | 57* | 10 | 20
INS-1E rescue | -5 | -57 | -10 | -3 | -8 | -9 | 0 | -24

(25) C[C@@H]1CCCCO[C@@H](CN(C)C(=O)NC2CCCCC2)[C@@H](C)CN([C@H](C)CO)C(=O)c2cc(NC(=O)NC3CCCCC3)ccc2O1
(26) COc1ccc(NC(=O)N(C)C[C@@H]2Oc3c(NC(=O)c4cc(C)nn4C)cccc3C(=O)N([C@H](C)CO)C[C@@H]2C)cc1
(27) C[C@@H]1CN([C@H](C)CO)C(=O)c2cccc(NC(=O)Nc3ccc(C(F)(F)F)cc3)c2O[C@H]1CN(C)S(=O)(=O)c1cn(C)cn1
(28) COc1ccc(S(=O)(=O)Nc2cccc3c2O[C@H](CN(C)Cc2ccc(C(=O)O)cc2)[C@@H](C)CN([C@@H](C)CO)C3=O)cc1
(29) C[C@@H]1CN([C@H](C)CO)C(=O)c2cccc(NC(=O)c3ccc(-c4nccs4)cc3)c2O[C@@H]1CN(C)Cc1ccc(Cl)c(Cl)c1
(30) C[C@@H]1CN([C@@H](C)CO)C(=O)Cc2cc(NC(=O)C3CCCCC3)ccc2O[C@@H]1CN(C)Cc1ccccc1
(31) C[C@H]1CN([C@@H](C)CO)C(=O)c2cc(NC(=O)Nc3ccc(F)cc3)ccc2O[C@H]1CN(C)CC1CCCCC1
(32) C[C@@H]1CN([C@H](C)CO)C(=O)c2cccc(NC(=O)c3ccncc3)c2O[C@@H]1CN(C)Cc1ccncc1
Compound | 25 | 26 | 27 | 28 | 29 | 30 | 31 | 32
T cruzi HTS | -6 | -5 | 6 | -23 | 36 | -9 | 7 | -22
INS-1E rescue | 11 | 14 | 11 | 1 | -41 | -12 | x | 12

(33) C[C@H]1CN([C@@H](C)CO)C(=O)c2cc(NC(=O)Cc3cn(C)c4ccccc34)ccc2O[C@@H]1CN(C)Cc1ccc(Cl)c(Cl)c1
(34) C[C@H]1CN([C@@H](C)CO)C(=O)Cc2cc(NC(=O)Cc3ccccc3)ccc2O[C@@H]1CN(C)S(C)(=O)=O
(35) COc1ccc(NC(=O)N(C)C[C@H]2OCCCC[C@@H](C)Oc3ccc(NS(=O)(=O)c4ccc(OC)cc4)cc3C(=O)N([C@H](C)CO)C[C@@H]2C)cc1
(36) C[C@H]1CN([C@@H](C)CO)C(=O)c2cccc(NS(=O)(=O)c3cn(C)cn3)c2O[C@H]1CN(C)CC1CCCCC1
(37) C[C@@H]1CN([C@@H](C)CO)C(=O)Cc2cc(NS(=O)(=O)c3ccccc3)ccc2O[C@@H]1CN(C)C(=O)Nc1ccc(F)cc1
(38) Cc1ccc(S(=O)(=O)Nc2cccc3c2O[C@@H](CN(C)CC2CCCCC2)[C@H](C)CN([C@H](C)CO)C3=O)cc1
(39) C[C@H](CO)N1C[C@H](C)[C@H](CN(C)C(=O)NC2CCCCC2)Oc2ccc(NS(=O)(=O)c3ccccc3)cc2CC1=O
(40) C[C@H]1CN([C@@H](C)CO)C(=O)c2cccc(NC(=O)c3nc4ccccc4s3)c2O[C@@H]1CN(C)Cc1ccc(Oc2ccccc2)cc1
Compound | 33 | 34 | 35 | 36 | 37 | 38 | 39 | 40
T cruzi HTS | 53 | -7 | -5 | -16 | -3 | -12 | -5 | 54
INS-1E rescue | -27 | 4 | 16 | 7 | 6 | 10 | -5 | -11

(41) C[C@H](CO)N1C[C@H](C)[C@@H](CN(C)Cc2ccc3cccnc3c2)OCc2cn(nn2)CCCC1=O
(42) C[C@@H]1CCCCO[C@@H](CN(C)S(=O)(=O)c2ccc(F)cc2)[C@@H](C)CN([C@H](C)CO)C(=O)c2cc(NC(=O)Nc3cccc4ccccc34)ccc2O1
(43) C[C@@H]1CN([C@@H](C)CO)C(=O)c2cc(NS(=O)(=O)c3cn(C)cn3)ccc2O[C@@H]1CN(C)Cc1ccc2c(c1)OCO2
(44) C[C@@H]1CN([C@H](C)CO)C(=O)c2cccc(NC(=O)Nc3ccc(F)cc3)c2O[C@H]1CN(C)C(=O)Nc1ccc(C(F)(F)F)cc1
(45) C[C@@H]1CN([C@H](C)CO)C(=O)CCCn2cc(nn2)CO[C@@H]1CN(C)Cc1ccc(Oc2ccccc2)cc1
(46) C[C@H](CO)N1C[C@H](C)[C@@H](CN(C)Cc2ccc(Oc3ccccc3)cc2)Oc2c(NS(=O)(=O)c3ccccc3)cccc2C1=O
(47) C[C@H]1CN([C@@H](C)CO)C(=O)c2cccc(NC(=O)c3ccncc3)c2O[C@@H]1CN(C)Cc1ccc(C(=O)O)cc1
(48) COc1ccc(S(=O)(=O)N(C)C[C@@H]2Oc3c(NC(=O)c4ccncc4)cccc3C(=O)N([C@@H](C)CO)C[C@@H]2C)cc1
Compound | 41 | 42 | 43 | 44 | 45 | 46 | 47 | 48
T cruzi HTS | -13 | 8 | -7 | -23 | 0 | 16 | -14 | -7
INS-1E rescue | 2 | -12 | -2 | -21 | x | 2 | 17 | 2

(49) C[C@H](CO)N1C[C@H](C)[C@H](CN(C)Cc2ccncc2)Oc2ccc(N(C)C)cc2C1=O
(50) C[C@H](CO)N1C[C@H](C)[C@@H](CN(C)C)Oc2c(NC(=O)Nc3ccc(C(F)(F)F)cc3)cccc2C1=O
(51) COc1ccc(S(=O)(=O)Nc2ccc3c(c2)CC(=O)N([C@@H](C)CO)C[C@H](C)[C@H](CN(C)Cc2ccccc2)O3)cc1
(52) Cc1ccc(S(=O)(=O)Nc2ccc3c(c2)CC(=O)N([C@H](C)CO)C[C@H](C)[C@H](CN(C)C(=O)Nc2ccccc2)O3)cc1
(53) C[C@H](CO)N1C[C@H](C)[C@H](CN(C)C(=O)Nc2cccc3ccccc23)Oc2ccc(NS(=O)(=O)c3cn(C)cn3)cc2CC1=O
(54) C[C@H]1CN([C@@H](C)CO)C(=O)Cc2cc(NS(C)(=O)=O)ccc2O[C@@H]1CN(C)C(=O)NC1CCCCC1
(55) C[C@H](CO)N1C[C@H](C)[C@@H](CN(C)Cc2ccc(C(=O)O)cc2)Oc2ccc(NC(=O)Nc3ccccc3)cc2C1=O
(56) Cc1noc(C)c1NC(=O)N(C)C[C@@H]1Oc2c(NC(=O)c3nc4ccccc4s3)cccc2C(=O)N([C@H](C)CO)C[C@H]1C
Compound | 49 | 50 | 51 | 52 | 53 | 54 | 55 | 56
T cruzi HTS | -17 | 54 | 43 | -22 | -27 | -3 | -7 | 3
INS-1E rescue | 4 | 3 | 2 | 6 | 0 | 1 | 13 | 0

(57) C[C@@H]1CN([C@@H](C)CO)C(=O)c2cccc(NC(=O)NC3CCCCC3)c2O[C@H]1CN(C)Cc1ccc(Cl)c(Cl)c1
(58) COc1ccc(NC(=O)Nc2ccc3c(c2)CC(=O)N([C@@H](C)CO)C[C@H](C)[C@@H](CN(C)C(=O)Nc2c(C)noc2C)O3)cc1
(59) COc1ccc(S(=O)(=O)N(C)C[C@H]2OCCCC[C@@H](C)Oc3ccc(NC(=O)c4ccccc4)cc3C(=O)N([C@H](C)CO)C[C@@H]2C)cc1
(60) C[C@H]1CN([C@@H](C)CO)C(=O)Cc2cc(NC(=O)c3ccncc3)ccc2O[C@H]1CN(C)S(=O)(=O)c1cn(C)cn1
(61) C[C@@H]1CN([C@H](C)CO)C(=O)Cc2cc(NC(=O)Nc3ccc(F)cc3)ccc2O[C@H]1CN(C)S(C)(=O)=O
(62) C[C@H]1CN([C@@H](C)CO)C(=O)c2cc(NC(=O)Nc3ccc(F)cc3)ccc2O[C@H]1CN(C)S(=O)(=O)c1cccs1
(63) CC(C)NC(=O)N(C)C[C@@H]1Oc2ccc(NC(=O)Cn3cnnn3)cc2C(=O)N([C@H](C)CO)C[C@@H]1C
(64) C[C@H](CO)N1C[C@H](C)[C@H](CN(C)S(=O)(=O)c2ccc(F)cc2)Oc2ccc(NC(=O)Cn3cnnn3)cc2CC1=O
(65) C[C@@H]1CN([C@H](C)CO)C(=O)Cc2cc(NC(=O)C3CCCCC3)ccc2O[C@H]1CN(C)C(=O)Nc1ccccc1
(66) C[C@H](CO)N1C[C@H](C)[C@H](CN(C)Cc2ccc(Cl)c(Cl)c2)Oc2ccc(NS(=O)(=O)c3ccc(F)cc3)cc2CC1=O
Compound | 57 | 58 | 59 | 60 | 61 | 62 | 63 | 64 | 65 | 66
T cruzi HTS | 62* | 1 | 24 | -5 | -14 | -1 | -12 | -1 | -9 | 57*
INS-1E rescue | -5 | 1 | -7 | -16 | -15 | x | x | 3 | 18 | 0

An excerpt of these results, as tab-separated lines.
No.	Molecule	T cruzi HTS	INS-1E rescue
60	C[C@H]1CN([C@@H](C)CO)C(=O)Cc2cc(NC(=O)c3ccncc3)ccc2O[C@H]1CN(C)S(=O)(=O)c1cn(C)cn1	-5	-16
65	C[C@@H]1CN([C@H](C)CO)C(=O)Cc2cc(NC(=O)C3CCCCC3)ccc2O[C@H]1CN(C)C(=O)Nc1ccccc1	-9	18
57	C[C@@H]1CN([C@@H](C)CO)C(=O)c2cccc(NC(=O)NC3CCCCC3)c2O[C@H]1CN(C)Cc1ccc(Cl)c(Cl)c1	62*	-5
61	C[C@@H]1CN([C@H](C)CO)C(=O)Cc2cc(NC(=O)Nc3ccc(F)cc3)ccc2O[C@H]1CN(C)S(C)(=O)=O	-14	-15
